GLD-1 RNA inh: GLD-1-TGE RNA interaction inhibition (C. elegans). purified GLD-1 + fluorescein TGE RNA, fluorescence polarization. inhibition, % at 5.96 µM. hit rate 0.44% among 320,000. AID 2280;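 active = percent inhibition above a per-plate cutoff, the plate mean of test compounds plus 3 SD, cut at about 30% in these data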;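 also: 0% = DMSO wells with GLD-1 and probe and 100% = wells lacking GLD-1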
GRK2 inh: human GRK2 inhibition via aptamer displacement | P25098 | bead flow cytometry, FAM-aptamer displacement from GRK2 | inhibition of aptamer binding, % at 10 µM | hit rate 0.59% among 330,000;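 active = inhibition of aptamer binding above 40%, roughly 3 SD of noise, on plates passing a quality check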;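 also: median bead fluorescence of bound FAM aptamer so fluorescent compounds give negative values; no value below 0 was filed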
Target sequence (P25098 whole entry, looked up): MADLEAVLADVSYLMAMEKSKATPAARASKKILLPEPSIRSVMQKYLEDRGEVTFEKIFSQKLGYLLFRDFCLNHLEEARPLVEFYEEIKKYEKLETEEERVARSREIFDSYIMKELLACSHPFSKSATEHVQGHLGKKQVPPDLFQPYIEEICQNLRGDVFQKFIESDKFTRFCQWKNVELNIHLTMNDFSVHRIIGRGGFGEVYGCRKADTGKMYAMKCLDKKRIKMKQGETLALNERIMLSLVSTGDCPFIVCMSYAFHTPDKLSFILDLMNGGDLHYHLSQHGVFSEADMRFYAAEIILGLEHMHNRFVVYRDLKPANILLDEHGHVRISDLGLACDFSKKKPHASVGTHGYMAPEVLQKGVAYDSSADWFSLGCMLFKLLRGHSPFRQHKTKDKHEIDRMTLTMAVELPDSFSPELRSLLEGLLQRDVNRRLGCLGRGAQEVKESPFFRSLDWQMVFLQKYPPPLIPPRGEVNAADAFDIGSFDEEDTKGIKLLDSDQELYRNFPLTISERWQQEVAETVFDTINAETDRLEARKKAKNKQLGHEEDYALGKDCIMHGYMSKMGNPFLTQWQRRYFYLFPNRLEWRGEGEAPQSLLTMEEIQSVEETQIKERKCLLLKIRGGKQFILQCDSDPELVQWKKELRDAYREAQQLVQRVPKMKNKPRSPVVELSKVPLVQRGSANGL
Yeast superoxide: lowers age-related superoxide in aged yeast cells; S. cerevisiae aged cells, superoxide DHE fluorescence; stronger effect = lower value; superoxide response (% of plate mean), % at 10 µM; hit rate 0.18% among 330,000; AID 2690;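 active = superoxide response under a set limit, about three screen SD below normal, cut at about 65% in these data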;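 also: yeast aged for seven days with compound at 30 °C before DHE staining; 100% = average MFI of all compound-treated wells on the plate with controls excluded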
MCL1 BIM primary: disrupts human MCL1 binding to BIM-BH3 peptide. Q07820. GST-MCL1 / FITC-Bim-BH3 fluorescence polarization. inhibition, % at 10.9 µM. hit rate 0.68% among 320,000. AID 2057;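 active = inhibition above the mean inhibition of all tested compounds plus 3 SD, set per campaign, cut at about 40% in these data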;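 also: 0% = DMSO wells and 100% = unlabeled Bim-BH3 peptide control; higher means more loss of mP so more displacement of Bim peptide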
Target sequence (Q07820 whole entry, looked up): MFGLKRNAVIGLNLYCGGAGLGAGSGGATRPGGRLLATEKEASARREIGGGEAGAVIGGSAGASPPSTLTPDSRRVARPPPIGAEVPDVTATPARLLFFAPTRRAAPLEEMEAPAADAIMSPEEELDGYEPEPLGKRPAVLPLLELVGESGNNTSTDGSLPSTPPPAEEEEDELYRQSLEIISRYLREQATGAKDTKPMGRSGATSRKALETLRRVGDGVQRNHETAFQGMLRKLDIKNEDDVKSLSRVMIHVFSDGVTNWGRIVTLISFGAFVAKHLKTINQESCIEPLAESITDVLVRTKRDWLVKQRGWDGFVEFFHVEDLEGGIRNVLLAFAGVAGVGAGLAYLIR
AGP1 TOR yeast: yeast TOR pathway AGP1-GFP modulation | hit rate 0.02% among 320,000 | GFP response vs DMSO, % at 10 µM | AID 2066 | S. cerevisiae AGP1-GFP multiplex flow cytometry, 3 h; GFP as percent of DMSO wells;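 active = GFP response relative to DMSO above a set limit, near screen average plus 3 SD, cut at about 150% in these data; inconclusive = fewer than 70 cells counted for the yeast strain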;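 also: median GFP channel fluorescence of the gated AGP1 strain per well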
CIT2 TOR yeast: alters CIT2-GFP fluorescence in TOR pathway yeast screen; S. cerevisiae CIT2-GFP strain, flow cytometry, 3 h; 100 means same as DMSO wells; GFP response vs DMSO, % at 10 µM; hit rate 0.065% among 320,000;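 active = GFP response relative to DMSO above a set limit, near the screen mean plus 3 SD, cut at about 150% in these data; inconclusive = Fewer than 70 cells measured for a yeast strain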;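 also: ratio of well median GFP fluorescence to mean of DMSO wells on the plate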
VLA-4 inh: inhibition in a human VLA-4 binding assay; VLA-4 expressing cells, ligand binding flow cytometry; inhibition, % (about 7 µM as worked out from the volumes in the protocol); hit rate 0.2% among 330,000; in the data active = inhibition above about 50%
MEX-5 binding: C. elegans MEX-5 TCR-2 RNA binding activity; Q9XUB2; MEX-5/FITC-TCR2 RNA binding, fluorescence polarization; stronger effect = lower value; activity score (negative = inhibition of binding), % at 10 µM; hit rate 0.38% among 300,000;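 active = inhibition past about -25% in most replicates, and total fluorescence under double the plate's negative control median, limit read from the data; inconclusive = replicates evenly split on the limit, or fluorescence at least double controls; inactive = too little inhibition in most replicates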;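 also: 0% = DMSO and -100% = 5 µM competing unlabeled TCR2 RNA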
Bcl-xL primary: inhibitors of human Bcl-xL; inhibition, % at 10.9 µM; GST-Bcl-xL / FITC-Bim BH3 peptide fluorescence polarization; hit rate 0.7% among 320,000; AID 2129;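 active = inhibition above the mean of all tested compounds plus 3 SD, cutoff set per campaign, cut at about 30% in these data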;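 also: 0% = DMSO wells and 100% = unlabeled Bim-BH3 peptide competitor; inhibitors lower millipolarization by displacing the labeled peptide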
* hit, by the source's call; u = inconclusive; x = not tested or not shown; [ ] = remark or other dose. Hits appear at their usual frequency; about 2.1% have a hit in one of these screens.

SMILES	GLD-1 RNA inh	GRK2 inh	Yeast superoxide	MCL1 BIM primary	AGP1 TOR yeast	CIT2 TOR yeast	VLA-4 inh	MEX-5 binding	Bcl-xL primary
O=C(CSc1nc2ccc(N3CCOCC3)cc2c(=O)n1CCc1ccccc1)NCC1CCCO1 (centres undefined)	0	2	72	8	107	106	-12	1.4	4
CN(c1ccc(OCC(=O)OCC(=O)Nc2ccccc2F)cc1)S(=O)(=O)c1cccs1	7	0	95	3	106	99	10	-1.7	4
NS(=O)(=O)c1ccc(NC(=O)c2ccc3nccnc3c2)cc1	1	2	98	-5	114	95	1	0.4	0
O=C(O)C1CCN(S(=O)(=O)/C=C/c2ccccc2)CC1	-10	0	96	1	99	104	-1	-0.7	4
NCCOc1ccccc1Cc1ccccc1	10	0	102	1	92	90	-4	0.5	0
COC1=C/C(=C/c2c(N)n3nc(CC(=O)N4CCOCC4)sc3nc2=O)C=CC1=O	-18	2	92	4	102	119	0	1.1	1
CCOC(=O)c1cnc2c(C(F)(F)F)cccc2c1N1CCOCC1	2	3	101	-1	98	96	9	-2.5	1
COc1ccc(C(C)=O)cc1CSc1nc2ccccc2c(=O)n1-c1cccc(C)c1	1	1	121	-5	93	88	1	-3.0	1
Cc1c(C(=O)NC(=S)NCC(C)C)oc2ccccc12	5	0	83	3	101	94	-6	0.4	2
COC(=O)c1ccc(-n2c(C)cc(-c3csc(NC(=O)c4ccc(S(=O)(=O)N(C)C)cc4)n3)c2C)cc1	-2	0	96	-11	103	105	12	2.4	-1
COC(=O)c1c(C)[nH]c(C(=O)/C=C/c2ccccc2)c1C	3	1	97	2	86	94	-4	-0.4	2
CC(C(=O)NC1CCCC1)N(C(=O)Cn1nnc(-c2ccc(F)cc2)n1)c1ccccc1F (centres undefined)	11	0	109	-4	91	90	-1	0.7	-1
Cc1cc(C)c(S(=O)(=O)c2cccc(C)c2C)c(=O)[nH]1	4	2	87	4	16[may fluoresce violet]	u	4	0.7	-2
CCS(=O)(=O)c1ccc2c(c1)N(S(C)(=O)=O)CC(C(=O)NCCOC)O2 (centres undefined)	8	1	95	-1	98	89	18	-1.6	-2
O=C(NNC(=O)c1cc2cc3ccccc3nc2s1)c1cccc(Cl)c1	6	0	82	30	90	97	0	1.9	-1
Cc1ccc(C(=O)OCc2cn(-c3ccccc3)nn2)cc1	1	0	100	6	87	83	22	-0.1	7
Nc1ccc(C(=O)NC23CC4CC(CC(C4)C2)C3)cc1	9	0	107	4	88	94	1	-3.1	2
COC(=O)c1sccc1-n1cccc1C(=O)C(=O)Nc1ccc(F)cc1	7	0	93	-2	101	94	1	0.7	4
Cc1ccc(C(=O)NC(N(C)C)C(Cl)(Cl)Cl)cc1 (centres undefined)	-1	2	109	3	99	104	-14	-2.9	5
CC(=O)C[C@H](O)CC(=O)[C@H]1OC(=O)CCCCCc2ccccc21	-5	2	101	x	88	93	14	x	x
Cc1cccc(C)c1NC(=O)CN(C)C(=O)CC1CC2CCC1C2 (centres undefined)	-1	3	93	-5	92	101	4	x	-3
CC(O)COc1ccc(/C(=N/O)c2ccccc2)cc1 (centres undefined)	1	1	108	10	100	100	7	-0.6	6
COc1ccc(C(=O)COC(=O)CCn2nnc(-c3cccc(O)c3OC)n2)cc1	2	0	88	12	102	98	4	-0.5	7
CC(C)(C)OC(=O)CNC(=O)c1[nH]cnc1C(=O)Nc1ccc(Cl)cc1	14	0	95	4	80	88	0	-0.9	6
Cc1ccc(S(=O)(=O)NN2C(=O)c3ccccc3NC2c2ccccc2O)cc1 (centres undefined)	-7	0	96	-21	96	113	-6	-2.8	-14

Some of the entries above, set out differently.
Every second line gives: GLD-1 RNA inh | GRK2 inh | Yeast superoxide | MCL1 BIM primary | AGP1 TOR yeast | CIT2 TOR yeast | VLA-4 inh | MEX-5 binding | Bcl-xL primary
O=C(NNC(=O)c1cc2cc3ccccc3nc2s1)c1cccc(Cl)c1
  6 | 0 | 82 | 30 | 90 | 97 | 0 | 1.9 | -1
Cc1ccc(C(=O)OCc2cn(-c3ccccc3)nn2)cc1
  1 | 0 | 100 | 6 | 87 | 83 | 22 | -0.1 | 7
Nc1ccc(C(=O)NC23CC4CC(CC(C4)C2)C3)cc1
  9 | 0 | 107 | 4 | 88 | 94 | 1 | -3.1 | 2
COC(=O)c1sccc1-n1cccc1C(=O)C(=O)Nc1ccc(F)cc1
  7 | 0 | 93 | -2 | 101 | 94 | 1 | 0.7 | 4
Cc1ccc(C(=O)NC(N(C)C)C(Cl)(Cl)Cl)cc1 (centres undefined)
  -1 | 2 | 109 | 3 | 99 | 104 | -14 | -2.9 | 5
CC(=O)C[C@H](O)CC(=O)[C@H]1OC(=O)CCCCCc2ccccc21
  -5 | 2 | 101 | x | 88 | 93 | 14 | x | x
Cc1cccc(C)c1NC(=O)CN(C)C(=O)CC1CC2CCC1C2 (centres undefined)
  -1 | 3 | 93 | -5 | 92 | 101 | 4 | x | -3
CC(O)COc1ccc(/C(=N/O)c2ccccc2)cc1 (centres undefined)
  1 | 1 | 108 | 10 | 100 | 100 | 7 | -0.6 | 6
COc1ccc(C(=O)COC(=O)CCn2nnc(-c3cccc(O)c3OC)n2)cc1
  2 | 0 | 88 | 12 | 102 | 98 | 4 | -0.5 | 7
CC(C)(C)OC(=O)CNC(=O)c1[nH]cnc1C(=O)Nc1ccc(Cl)cc1
  14 | 0 | 95 | 4 | 80 | 88 | 0 | -0.9 | 6
Cc1ccc(S(=O)(=O)NN2C(=O)c3ccccc3NC2c2ccccc2O)cc1 (centres undefined)
  -7 | 0 | 96 | -21 | 96 | 113 | -6 | -2.8 | -14

Next section:
SMILES	GLD-1 RNA inh	GRK2 inh	Yeast superoxide	MCL1 BIM primary	AGP1 TOR yeast	CIT2 TOR yeast	VLA-4 inh	MEX-5 binding	Bcl-xL primary
NC(N)=NN=C1CCC(c2ccccc2)CC1 (centres undefined)	4	0	112	7	96	90	3	-1.6	1
CC1(C)Cc2c(C#N)c(SCC(=O)c3ccccc3)nc(N3CCOCC3)c2CO1	5	0	88	5	107	100	8	1.3	4
CCOCCCNC(=O)CN1C(=O)COc2ccc(S(=O)(=O)N3CCCCCC3)cc21	-4	0	87	6	102	116	-17	0.7	2
CN1C(=O)/C(=C/c2ccccc2OCc2cccc(F)c2)NC1=S	8	3	95	9	111	103	2	-3.6	-2
CSC1=NCCN1C(=O)Cc1ccc(Cl)cc1	7	0	97	-6	100	98	14	-1.0	0
CC(=O)Oc1c(-c2ccc(Br)o2)oc2ccccc2c1=O	-4	2	99	-2	83	99	-2	-2.9	2
CSc1nc(N)nc2c1ncn2CC(=O)NCC1CCCO1 (centres undefined)	2	0	74	x	98	93	-9	x	x
C/C(=N/NC(=O)c1ccc2c(c1)OCO2)c1cccc([N+](=O)[O-])c1	-3	2	104	-1	109	103	1	1.4	3
CCCc1c(C(=O)Nc2ccc(OC)cc2)cnn1-c1ccccc1	2	1	81	0	u	u	1	-4.7	0
Cc1c(F)cccc1NC(=O)CCCCCC1NC(=O)NC1C (centres undefined)	2	6	110	2	103	98	-4	2.5	-3
CCOc1ccc(NC(=O)Nc2cccn(Cc3ccccc3)c2=O)cc1	4	1	99	0	94	98	3	0.4	2
C(=N\Nc1nc2ccccc2[nH]1)/c1ccc2c(c1)OCCO2	-16	0	108	-9	103	104	4	-4.8	-7
COCc1nnc(NC(C)=O)s1	9	1	74	0	104	113	-3	-1.8	-4
C[C@H](NC(=O)c1nc[nH]c1C(=O)NC1CCNCC1)C(=O)OC(C)(C)C	-1	4	104	-2	101	99	0	-0.3	4
Cc1ccc(-n2c(=O)c3sccc3n(Cc3cc(=O)n4ccccc4n3)c2=O)cc1	11	0	97	5	102	90	8	1.4	6
O=C(O)c1ccc(/C=N/NC(=O)c2ccc(Br)cc2)cc1	1	0	80	-5	96	101	4	1.0	5
O=C(Nc1ccccc1F)c1ccncc1	2	2	109	3	101	91	2	0.4	3
Cc1sc2nc(SCC(=O)NCCO)n(-c3ccccc3)c(=O)c2c1C	0	2	128	4	97	81	-11	1.5	9
C=CCn1c(SCC(=O)c2cc(C)n(C(C)COC)c2C)nc2sc(C)c(C)c2c1=O (centres undefined)	-2	2	104	-6	100	94	-7	2.7	3
Cn1nnnc1SCC(=O)Nc1ccccc1Br	3	2	88	3	103[may fluoresce green]	118[may fluoresce green]	5	0.5	-1
CC(C)C1=NN2C(=N)CC(=O)N=C2S1	-1	3	105	11	102	98	16	-0.3	9
COc1ccccc1CCNC(=O)CNC(=O)c1ccc2ccccc2c1	-2	0	95	5	104	102	9	1.4	5
O=C(c1ccco1)N1CCN(Cc2cc(=O)c(OCc3cccc(F)c3)co2)CC1	7	1	106	8	109	99	24	-1.0	9
O=C(NCC1CCCO1)c1ccc(Br)o1 (centres undefined)	3	0	92	2	98	94	0	-1.5	2
O=C(Nc1ccc(NC(=O)c2cccs2)cc1)c1ccc2c(c1)OCCO2	5	0	110	-2	105	103	7	-0.8	0
SMILES	GLD-1 RNA inh	GRK2 inh	Yeast superoxide	MCL1 BIM primary	AGP1 TOR yeast	CIT2 TOR yeast	VLA-4 inh	MEX-5 binding	Bcl-xL primary
CC1=CC(C)(C)Nc2ccc(OC(=O)CN3C(=O)CCC3=O)cc21	2	4	83	14	99	100	-5	1.9	25
Cc1ccc(NC(=O)c2cc(-c3ccc(C)c(C)c3O)n[nH]2)cc1C	3	0	110	5	92	94	12	0.3	5
N#CCC(=O)N/N=C\c1cccc(OC/C=C/c2ccccc2)c1	-8	0	94	-3	98	96	-12	0.0	-2
Cc1ccc(C(=O)NCCC(=O)Nc2ccccc2C)cc1	-6	1	103	-4	100	103	19	-2.7	0
NS(=O)(=O)c1ccc(NC(=S)N2CCN(S(=O)(=O)c3ccc(F)cc3)CC2)cc1	4	5	87	8	88	92	1	-0.1	6
CC(C)NC(=O)COC(=O)/C=C/c1ccc(F)cc1	0	0	95	8	96	106	9	0.7	6
Cc1ccc([N+](=O)[O-])cc1/C=N/Nc1nnnn1-c1ccccc1	4	0	103	5	110	104	2	0.8	1
CC(=O)Nc1nc(N2C(=O)c3ccccc3C2=O)n(-c2ccccc2)n1	-5	1	106	3	94	95	12	-1.1	6
Cc1cc(C)n(C2CC(=O)N(c3ccc(C)c(Cl)c3)C2=O)n1 (centres undefined)	-10	0	121	9	96	90	-2	-0.2	5
Cc1ccccc1C(=O)Nc1ccc2c(c1)OCCO2	x	0	92	x	80	101	2	1.3	x
COc1ccc2cc(CN(C(=O)Nc3ccccc3OC)C3CCCC3)c(=O)[nH]c2c1	0	2	95	4	27	117	-5	3.3	1
CCCCn1nnc(NC(=O)Cc2ccc(Cl)cc2)n1	6	2	92	-1	104	100	1	0.2	6
Cc1ccc(C2/C(=C(/O)c3cnn(-c4ccccc4)c3C)C(=O)C(=O)N2CCCN2CCOCC2)o1 (centres undefined)	4	2	106	17	108	100	-4	-2.6	14
Cn1c(CCNC(=O)c2ccccc2F)nnc1SCc1nc2ccccc2c(=O)[nH]1	3	0	114	4	96	101	47	1.0	3
O=C1NCCCN1Cc1ccc(Cl)cc1	-1	0	86	3	102	105	8	-0.1	2
